Screening data (PubChem BioAssay)
Mtb UGM inh – Mtb UDP-galactopyranose mutase inhibition. P9WIQ1. purified UGM, fluorescence polarization probe displacement. inhibition, % at 10 µM. hit rate 0.06% among 320,000; in the data active = inhibition above about 10%, passing the limit was not always enough; inconclusive = no clear call, values can overlap the other calls
Target sequence (P9WIQ1 whole entry, looked up): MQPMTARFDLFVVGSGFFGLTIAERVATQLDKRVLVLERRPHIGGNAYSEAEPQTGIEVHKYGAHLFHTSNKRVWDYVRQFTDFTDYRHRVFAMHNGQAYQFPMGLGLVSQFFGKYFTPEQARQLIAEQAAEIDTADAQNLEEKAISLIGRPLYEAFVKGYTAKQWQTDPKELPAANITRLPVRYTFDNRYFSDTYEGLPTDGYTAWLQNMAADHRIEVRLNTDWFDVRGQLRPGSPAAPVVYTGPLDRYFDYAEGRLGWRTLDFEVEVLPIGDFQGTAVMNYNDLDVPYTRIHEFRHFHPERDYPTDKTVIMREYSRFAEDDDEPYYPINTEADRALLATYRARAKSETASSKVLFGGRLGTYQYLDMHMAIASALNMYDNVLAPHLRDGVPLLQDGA
PfHsp40 rescue – compounds rescuing yeast from Plasmodium falciparum HSP40 toxicity. S. cerevisiae expressing PfHsp40, growth rescue, ATP luminescence. growth rescue, % at 12.5 µM. hit rate 0.68% among 340,000. AID 504582; in the data active = growth rescue above about 28%, passing the limit was not always enough; inconclusive = no clear call, values can overlap the other calls;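 also: yeast W303a lacking pdr1 and pdr3 grown in galactose medium; growth measured after three days at 30 °C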
Mtb FBA inh – inhibitors of M. tuberculosis fructose-bisphosphate aldolase; P9WQA3; purified M. tuberculosis FBA, fluorescence read-out; inhibition, % at 1 µM; hit rate 2.3% among 360,000; AID 588726; in the data active = inhibition above about 27%;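 also: 0% = vehicle and 100% = reference inhibitor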
Target sequence (P9WQA3 whole entry, looked up): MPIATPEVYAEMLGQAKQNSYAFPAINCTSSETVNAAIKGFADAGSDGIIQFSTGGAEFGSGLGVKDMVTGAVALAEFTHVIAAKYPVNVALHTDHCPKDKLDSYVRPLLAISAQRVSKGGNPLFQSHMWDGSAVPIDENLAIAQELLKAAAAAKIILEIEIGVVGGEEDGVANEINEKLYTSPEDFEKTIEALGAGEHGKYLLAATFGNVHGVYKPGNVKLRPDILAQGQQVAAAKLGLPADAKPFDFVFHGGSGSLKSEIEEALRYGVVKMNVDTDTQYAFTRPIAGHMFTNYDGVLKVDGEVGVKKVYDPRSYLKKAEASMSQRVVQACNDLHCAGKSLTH
BoNT A protease – inhibitors of Botulinum neurotoxin A light chain protease; multiplex microsphere protease substrate cleavage, flow cytometry; inhibition, % at 10 µM; hit rate 0.17% among 360,000; AID 588499; also: plate controls were buffer without enzyme for full effect and enzyme alone for no effect
FadD28 binding – M. tuberculosis FadD28 bisubstrate binding inhibition | FadD28 bisubstrate probe binding, fluorescence polarization | hit rate 0.22% among 360,000 | inhibition, % at 12.5 µM; in the data active = inhibition above about 8.5%, passing the limit was not always enough; inconclusive = no clear call, values can overlap the other calls
GDH-TPI inh – counter-screen for M. tuberculosis FBA inhibitors: GDH-TPI coupled enzymes; GDH-TPI coupled enzyme counterscreen, NADH absorbance; inhibition, % at 4.8 µM; hit rate 1.2% among 360,000; in the data active = inhibition above about 30%;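 also: 0% = DMSO wells and 100% = wells lacking the enzyme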
BoNT F protease – inhibitors of Botulinum neurotoxin F light chain protease; Multiplex microsphere protease cleavage assay, flow cytometry; inhibition, % at 10 µM; hit rate 0.22% among 360,000; AID 588497; in the data active = inhibition above about 35%, passing the limit was not always enough; inconclusive = no clear call, values can overlap the other calls; also: plate controls were buffer without enzyme for full effect and enzyme alone for no effect
Anthrax LF inh2 – anthrax lethal factor protease inhibition; P15917; multiplex microsphere protease cleavage assay, LF; inhibition, % at 10 µM; hit rate 0.12% among 360,000; AID 588501; also: plate controls were buffer without enzyme for full effect and enzyme alone for no effect
BioA inh – blocks M. tuberculosis BioA enzyme activity; purified M. tuberculosis BioA enzyme, plate reader; inhibition, % at 9.99 µM; hit rate 0.096% among 360,000; in the data active = inhibition above about 40%; inconclusive = no clear call, values can overlap the other calls
Starred values were filed as active, the others as inactive; ? = inconclusive; . = no result given; & = joins results of further samples. Rule as the data show it, unless noted: active = inhibition above about 30%; inconclusive = no clear call, values can overlap the other calls; inactive = below that. Rows were taken by chance; any-hit rate near 4.7%.

compound	PfHsp40 rescue	BoNT F protease	Mtb FBA inh	FadD28 binding	BoNT A protease	Anthrax LF inh2	BioA inh	Mtb UGM inh	GDH-TPI inh
CN(C)CCNc1nc2c(c(=O)[nH]c(=O)n2C)n1CCCc1ccccc1	1.1	-4	-1	-3.3	-0.1	-5	0.2	-1.7	0
O=C(Cc1cccc(C(F)(F)F)c1)NCC(c1ccco1)N1CCCCC1 (configuration not stated)	-1.1	0	4	-3.4	1.2	-5	-1.7	4.8	0
Cc1cc(OC(=O)N(C)C)nc(-c2ccc(C)c(Cl)c2)n1	-0.4	.	3	-2.0	.	.	1.0	1.6	-1
CC(C)CCNC(=O)c1nn(Cc2ccccc2)c(=O)c2ccccc12	0.4	3	-2	-0.7	-4.8	1	-3.3	2.9	-5
NC(=O)c1ccccc1NC(=O)CSC1=NCCS1	-0.3	3	-1	-5.0	1.8	1	0.0	2.5	-12
COc1ccc(-n2c(O)c(/C=N/NS(=O)(=O)c3ccc(C)cc3)c3ccccc3c2=O)cc1OC	-0.8	-12	19	0.9	-1.9	1	.	.	2
COc1cc(NC(=O)c2ccc(-c3cccnc3)c3ccoc23)cc(OC)c1OC	.	-2	0	-1.0	0.3	0	6.7	.	4
O=C(CSc1nnc(NC(=O)C2CCC2)s1)Nc1ccccc1Br	-0.7	-1	-1	-3.3	-1.3	0	39	-1.4	-1
O=C(CNc1ccc(F)cc1Cl)Nc1cccc(S(=O)(=O)N2CCCCC2)c1	0.5	-5	1	-3.2	0.0	0	-0.2	-1.3	5
Cc1noc(C)c1NC(=O)Nc1ccc2c(c1)C(=O)N([C@H](C)CO)C[C@H](C)[C@@H](CN(C)C(=O)Nc1ccc(C(F)(F)F)cc1)O2	0.9	-1	5	-3.9	-0.7	0	-0.5&-2.5	.	15
O=C1CCCCCN1CP(=O)(O)CCc1ccccc1	-1.7	7	1	1.1	1.9	-1	-1.2	-0.6	4
O=c1c2ccccc2n2c(-c3cccc(Cl)c3)nnc2n1Cc1ccccc1	-0.8	-4	3	-0.2	0.1	-1	.	-2.0	1
COc1cc(C(=O)NCc2cc3cc(Cl)ccc3n2C)cc(OC)c1OC	0.2	5	0	-4.9	0.3	-11	0.1	2.1	6
Cc1ccc(C)c(S(=O)(=O)N(C)c2ccc(OC(=O)C3CCN(C(=O)Nc4ccccc4)CC3)cc2)c1	2.4	-5	0	-1.1	-1.0	-2	0.4	.	7
CN(C)S(=O)(=O)n1cc(/C=C(\NC(=O)c2ccccc2F)C(=O)NCCCn2ccnc2)c2ccccc21	0.6	4	-2	-4.7	-0.3	-3	12	.	8
Cc1nc(SCC(=O)N2CCOCC2)c2c3c(sc2n1)CCC3	-1.6	5	-2	-2.3	0.3	4	3.0	1.6	4
O=C(NCCCn1ccnc1)c1cc(Br)c(Br)s1	0.2	-5	-2	-2.8	-0.4	9	2.4	-1.0	-1
CCOc1ccccc1NC(=O)CCCNC(=O)Cn1cnc2sc(C)c(C)c2c1=O	-0.3	-1	-1	0.3	-0.4	1	-7.0	-1.6	9
O=C(CCCOc1ccc(Cl)cc1Cl)Nc1ccccc1C(=O)O	-0.3	-9	3	-3.3	0.3	-2	3.2	4.9	-2
COc1ccc(NC(=O)CC2C(=O)N(c3cccc(OC)c3)C(=O)N2C(C)C)cc1 (configuration not stated)	-1.2	-4	0	0.5	-0.5	2	-2.0	-1.3	2

Structural class: those above with four or more nitrogen atoms.
compound	PfHsp40 rescue	BoNT F protease	Mtb FBA inh	FadD28 binding	BoNT A protease	Anthrax LF inh2	BioA inh	Mtb UGM inh	GDH-TPI inh
CN(C)CCNc1nc2c(c(=O)[nH]c(=O)n2C)n1CCCc1ccccc1	1.1	-4	-1	-3.3	-0.1	-5	0.2	-1.7	0
O=C(CSc1nnc(NC(=O)C2CCC2)s1)Nc1ccccc1Br	-0.7	-1	-1	-3.3	-1.3	0	39	-1.4	-1
Cc1noc(C)c1NC(=O)Nc1ccc2c(c1)C(=O)N([C@H](C)CO)C[C@H](C)[C@@H](CN(C)C(=O)Nc1ccc(C(F)(F)F)cc1)O2	0.9	-1	5	-3.9	-0.7	0	-0.5&-2.5	.	15
O=c1c2ccccc2n2c(-c3cccc(Cl)c3)nnc2n1Cc1ccccc1	-0.8	-4	3	-0.2	0.1	-1	.	-2.0	1
CN(C)S(=O)(=O)n1cc(/C=C(\NC(=O)c2ccccc2F)C(=O)NCCCn2ccnc2)c2ccccc21	0.6	4	-2	-4.7	-0.3	-3	12	.	8
CCOc1ccccc1NC(=O)CCCNC(=O)Cn1cnc2sc(C)c(C)c2c1=O	-0.3	-1	-1	0.3	-0.4	1	-7.0	-1.6	9

(further entries)
compound	PfHsp40 rescue	BoNT F protease	Mtb FBA inh	FadD28 binding	BoNT A protease	Anthrax LF inh2	BioA inh	Mtb UGM inh	GDH-TPI inh
NS(=O)(=O)c1ccc(NC(=O)CSc2ncccn2)cc1	-0.8	-10	-2	-0.8	-1.0	-2	1.3	0.9	-6
O=C1Cn2c(nc3ccccc32)N1c1cccc(C(F)(F)F)c1	2.9	6	2	-0.8	0.9	0	-1.8	-0.7	5
O=S(=O)(NCC1COc2ccccc2O1)c1ccc2ccccc2c1 (configuration not stated)	5.0	4	-6	-4.3	-0.7	-2	-0.3	0.1	9
Cc1cc(C)c(NC(=O)Cn2c(=O)n(-c3ccc(CC(=O)NCC4CCCO4)cc3)c(=O)c3ccccc32)c(C)c1 (configuration not stated)	-0.6	-2	0	-0.2	-0.6	-2	.	-1.2	-1
O=C(O)c1ccccc1C(=O)OC1CC2CCC1C2 (configuration not stated)	.	6	2	0.6	-0.1	-3	.	.	7
COC(=O)C1=C(C)N(C)C(=O)NC1c1cccc2ccccc12 (configuration not stated)	-2.9	?	-2	-0.8	0.6	6	-0.3	-0.6	-7
CCn1cnc2c1c(=O)n(CC(=O)NCc1ccccc1)c(=O)n2Cc1ccccc1	-1.4	-1	2	-1.4	0.1	-1	-1.0	0.8	5
CCN(CC)C(=O)C1CCN(Cc2ccc(OCc3ccccc3)c(OC)c2)CC1	1.2	?	-1	0.4	?	19	-0.6	-2.8	7
COCCN1Cc2cccc(C(=O)NCC3CCN(CC(C)C)C3)c2C1=O (configuration not stated)	0.7	0	2	-3.1	0.2	0	.	-0.5	7
COc1cc(C(=O)NCc2nnc(SCC(=O)Nc3c(C)cc(C)cc3C)o2)cc(OC)c1OC	0.2	1	0	0.5	0.5	0	-0.4	-1.3	-3
CCC12OC(=N)C(C#N)(C1C)C(C#N)(C#N)C(c1ccccc1)O2 (configuration not stated)	-0.7	-1	144*	2.0	1.6	2	2.6	1.8	17
CCc1nnc(NC(=O)C2=NN(C3CCS(=O)(=O)C3)C(=O)CC2)s1 (configuration not stated)	-0.1	3	1	-0.1	-1.7	2	.	-2.1	7
CC1(C)Cc2c(cnn2-c2cccc(F)c2)C(NC(=O)c2csnn2)C1 (configuration not stated)	1.3	-4	-1	0.0	-0.5	3	?	-0.2	4
Cc1cc(NC(=O)CN2CCN(c3ccccc3O)CC2)no1	-0.7	-5	-1	-0.4	-2.1	-3	-1.9	-0.8	4
Cc1cccc(OCC(=O)NNc2c3ccccc3nc3ccccc23)c1	0.1	0	8	-0.9	1.9	-3	2.7	-2.9	10
COc1cccc(OC)c1C(=O)N1CCN(S(=O)(=O)c2ccc(C)cc2)CC1	-1.1	-3	1	-0.8	-0.6	-1	-0.9	3.7	11
COCCn1c(SCC(=O)N2CCCCCC2)nnc1-c1ccco1	-1.1	2	2	0.4	1.4	4	-5.4	-0.2	-9
COc1ccc(-n2c(O)c(/C=C3\C=Nc4ccccc43)c(=O)[nH]c2=O)cc1	-1.0	?	1	-3.1	4.9	-9	-0.9	.	-20
CCOc1cc(/C=C2\C(=N)N3N=C(C)SC3=NC2=O)ccc1OCCOc1cccc(OC)c1	-1.5	30	0	1.5	1.5	0	0.0	-1.0	15
COCCNC(=S)Nc1cc(OC)c(NC(=O)c2ccco2)cc1OC	-1.1	-4	0	-0.4	-0.9	-4	-0.8	2.5	11
Cc1oc(-c2ccc(C(F)(F)F)cc2)nc1CN(Cc1ccccn1)C[C@@H]1CCC(=O)N1	-0.4	0	-2	-1.9	1.8	-2	.	-1.5	13
Cc1c(NC(=O)CSc2ncnc3ccccc23)c(=O)n(-c2ccccc2)n1C	-1.9	-3	0	-0.3	-0.7	-1	0.9	-0.4	2
CCOc1ccc(OCCCC(=O)N2CCN(S(=O)(=O)c3ccccc3C#N)CC2)cc1	-0.2	2	1	-0.3	2.1	4	-0.4	0.8	-1
OCc1cn(-c2ccccc2)nn1	.	-2	1	-2.5	-1.7	2	.	2.0	5
CCN(CC(=O)NC1CCS(=O)(=O)C1)Cc1nc2c(Br)cc(Br)cc2c(=O)[nH]1 (configuration not stated)	-0.6	0	-4	-2.2	-0.2	-2	.	0.5	3
Cc1ccc2cc(C#N)c(N3CCCN(S(=O)(=O)c4ccccc4)CC3)nc2c1C	1.4	18	3	-1.4	19	12	-3.4	2.2	-2
CCN(C(=O)COC(=O)c1cc(-c2ccccc2)nc2c1c(C)nn2-c1ccc(C)cc1)C1CCS(=O)(=O)C1 (configuration not stated)	0.2	-9	1	-0.2	4.1	-2	.	0.8	6
Cc1ccnc2nc(C(=O)Nc3nnc(-c4ccc(Cl)cc4)o3)nn12	-1.1	-6	2	-2.6	-1.0	-3	-2.2	-0.1	4
CN(CCc1nnc(N)s1)[N+](=O)[O-]	-1.0	2	-4	-4.0	-0.9	-2	.	-2.5	-7
Cn1cccc1C(=S)N1CCOCC1	1.7	-7	1	-2.7	0.8	2	-0.9	-1.8	4
OC(CCCN1CCCCC1)(c1ccccc1)c1ccccc1	2.1	-1	0	-2.2	-0.5	0	1.1	2.4	0
